Source: PubChem (several laboratories)
Measles CPE: protection of cells from measles virus | Measles virus-infected cells, CPE protection, absorbance | protection (pct of control), % at 4 µM | 140,000 tested, 1.5% active | AID 841; in the data active = protection mostly above about 24%, no sharp cut-off; inactive = mostly below about 26%; also: some compounds called inactive have numbers as strong as hits
NPY Y2 blocker: antagonists of human neuropeptide Y receptor Y2; P49146; NPY-Y2 expressing cells, antagonist mode; inhibition, % at 2.7 µM; 140,000 tested, 0.99% active; AID 793; in the data active = inhibition above about 17%;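 also: 0% = vehicle with agonist challenge and 100% = reference antagonist with challenge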
Target sequence (P49146 whole entry, looked up): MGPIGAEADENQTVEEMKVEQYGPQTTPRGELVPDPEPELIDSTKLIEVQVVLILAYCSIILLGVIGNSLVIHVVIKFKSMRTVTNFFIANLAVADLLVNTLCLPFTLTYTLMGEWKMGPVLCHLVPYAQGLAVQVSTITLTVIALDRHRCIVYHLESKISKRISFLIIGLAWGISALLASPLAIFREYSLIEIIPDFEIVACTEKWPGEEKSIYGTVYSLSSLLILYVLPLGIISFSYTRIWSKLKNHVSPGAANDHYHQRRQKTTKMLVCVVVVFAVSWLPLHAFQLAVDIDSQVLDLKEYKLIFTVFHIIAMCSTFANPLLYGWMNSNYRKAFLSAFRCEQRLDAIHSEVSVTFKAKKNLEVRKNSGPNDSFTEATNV
E-sel TNF inh: blocks E-selectin expression induced by TNF alpha. HUVEC TNFa-induced E-selectin immunofluorescence, high content. inhibition, % at 2 µM. 120,000 tested, 0.71% active. AID 1246;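 active = inhibition above the batch mean plus 3 SD, and confirmed as a hit on visual image review, cut at about 43% in these data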;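 also: 0% = TNF-stimulated DMSO wells and 100% = unstimulated control wells; not every result past the cut was called active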
Yeast growth inh: reduces growth of yeast BB579 in restrictive medium | S. cerevisiae BB579 growth, OD615, 48 h | AID 804 | 140,000 tested, 0.51% active | inhibition, % at 10 µM;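 active = inhibition above a set limit, 3 SD over the mean compound inhibition, cut at about 44% in these data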; also: inactives centre near -24
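System: Saccharomyces cerevisiae DeaD strain BB579, replicative lifespan model yeast | Buffer or medium: Restrictive glucose-based CSMM-D medium | Times: 4 h preincubation and 48 h exposure at 30 °C | Detection: OD615 turbidity measurement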
Yeast lifespan up: extends the lifespan of yeast; inhibition of the nicotinamide effect, % at 10 µM; S. cerevisiae growth with nicotinamide, OD615; deaD strain in restrictive glucose medium; 130,000 tested, 0.68% active;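 active = inhibition above a set limit, placed 3 SD over the median of all compounds, cut at about 26% in these data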;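 also: 0% = nicotinamide-treated wells and 100% = cells grown without nicotinamide; some compounds called inactive have numbers as strong as hits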
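Test system – modified budding yeast, DeaD strain · Compound – single dose 10 µM compound, 0.25% DMSO · Times – culture preincubation 4 h, compound exposure 48 h, both 30 °C · Detection – optical density (absorbance) at 615 nm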
HCT116 bCat-KO: beta-catenin-lacking colon tumor cell growth suppression | HCT116 beta-catenin knockout viability, CellTiter-Glo, 60 h; active compounds read low | viability, % at 10 µM | 140,000 tested, 1.5% active;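 active = viability at or under a set limit, the compound median less 4 SD, cut at about 6% in these data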;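 also: 0% = Hyamine 1622 control at 20 µM and 100% = untreated cell control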
PTEN del growth: PTEN-deleted cell growth suppression; viability, % at 10 µM; HCT116 PTEN-null viability, CellTiter-Glo, 60 h; active compounds read low; 140,000 tested, 1.2% active;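 active = viability at or below a set limit, 4 SD under the median of all tested compounds, cut at about 3.7% in these data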;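 also: PTEN knockout HCT116 line with beta catenin targeted HCT116 as companion control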
GALR2 blocker: blocks the human galanin receptor 2 | O43603 | GALR2-expressing cells, antagonist mode | inhibition, % at 4 µM | 140,000 tested, 0.39% active | AID 828; in the data active = inhibition above about 27%;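 also: cells stimulated with galanin 1-16 at roughly its EC80; 0% = agonist challenge control and 100% = basal control without agonist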
Target sequence (O43603 whole entry, looked up): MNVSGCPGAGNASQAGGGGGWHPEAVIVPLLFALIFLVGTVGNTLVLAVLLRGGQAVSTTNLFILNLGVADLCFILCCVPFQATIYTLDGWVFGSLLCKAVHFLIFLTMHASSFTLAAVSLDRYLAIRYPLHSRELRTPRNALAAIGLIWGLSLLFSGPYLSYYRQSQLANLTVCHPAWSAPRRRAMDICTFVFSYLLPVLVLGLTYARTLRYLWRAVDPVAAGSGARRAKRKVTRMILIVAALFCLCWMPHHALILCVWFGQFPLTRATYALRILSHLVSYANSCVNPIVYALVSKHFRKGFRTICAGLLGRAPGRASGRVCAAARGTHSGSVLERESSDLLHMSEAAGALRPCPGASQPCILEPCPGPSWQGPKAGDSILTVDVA
MRP-1 activ: activators of MRP-1 | H69AR cells + doxorubicin, viability rescue, CellTiter-Glo | viability increase, % at 10 µM | 140,000 tested, 0.61% active | AID 799;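 active = viability gain under doxorubicin at or above a set limit, the compound median plus 3 SD, cut at about 4.7% in these data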;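 also: MRP-1 overexpressing cells given doxorubicin 25 µM after compound pretreatment; 18-22 h compound pretreatment then 72 h with doxorubicin before readout; 0% = doxorubicin-only wells and 100% = vehicle-treated cells without doxorubicin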
Phagocyt inh: blocks phagocytosis by macrophages; inhibition, % at 5 µM; J774A.1 macrophage IgG-bead phagocytosis, imaging; 110,000 tested, 0.07% active; AID 1029;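 active = inhibition above the mean of the plate negative controls plus 5 SD, cut at about 13% in these data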;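 also: phagocytic index as fraction of beads internalized from green versus red external bead signal; plate controls were DMSO negative control for no effect and cytochalasin-D positive control for full effect; some results beyond the cut were filed as inactive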
Starred values were filed as active, the others as inactive; / = not tested or not shown. Outcome played no part in choosing rows; overall some 6.2% were active at least once.

SMILES	Measles CPE	NPY Y2 blocker	E-sel TNF inh	Yeast growth inh	Yeast lifespan up	HCT116 bCat-KO	PTEN del growth	GALR2 blocker	MRP-1 activ	Phagocyt inh
CCC(C)Oc1ccccc1C1CC(=O)NC2=C1C(=O)CCC2 (stereo not given)	9	1	10	-26	-9	36	24	3	-5.8	/
CC1=CC(C)C2(CO)COC(c3cccnc3)C1C2C (stereo not given)	5	4	41	14	-2	92	98	6	-3.0	/
CCN1CCCC1CNC(=O)Cn1cccc1C(=O)c1ccccc1 (stereo not given)	7	2	/	-8	-6	86	104	-4	-0.1	-1
COc1cc(C2C3=C(CC(C)(C)CC3=O)Nc3c2c(=O)[nH]c(=O)n3Cc2ccccc2)ccc1O (stereo not given)	3	4	-6	-31	4	95	97	16	-0.8	0
COc1ccc(C(=O)c2c(C(F)(F)F)oc3c2C(=O)c2ccccc2C3=O)cc1	6	3	-5	-46	3	1.2*	1.8*	15	-2.6	3
COc1cc(/C=C2/C(=O)NN(c3cccc(F)c3)C2=O)ccc1OC(=O)c1ccco1	4	3	/	-36	5	86	92	18	-1.1	-14
Cc1cc(Cl)cc2c1NC(=O)[C@]21[C@@H]2C(=O)N(Cc3ccccc3)C(=O)[C@@H]2[C@@H]2CCCN21	7	-3	0	4	4	74	67	9	-0.6	-1
O=C(CCCCCN1C(=O)c2ccccc2C1=O)NCc1ccco1	3	0	/	-32	-11	85	91	-6	-1.0	0
CCCCOc1ccc(N2C(=O)CC(N(CCc3ccccc3)C(=O)/C=C/C(=O)O)C2=O)cc1 (stereo not given)	4	2	5	-33	-4	93	96	4	0.6	-3
COc1ccc(N(CC(=O)N2CC=C(c3ccccc3)CC2)S(=O)(=O)c2c(C)noc2C)cc1	8	5	13	25	-4	87	84	2	-2.0	-1
COc1ccccc1CNC(=O)CCS(=O)(=O)c1cccs1	3	0	23	-15	-12	100	95	11	-4.1	0
O=C(OCC(=O)c1c[nH]c2ccccc12)c1cccc(S(=O)(=O)N2CCCCCC2)c1	20	-3	/	-33	2	89	96	12	-1.7	-7
O=C(c1ccc(S(=O)(=O)N2CCOCC2)cc1)N1CCN=C1SCc1cccnc1	2	-2	21	-20	-4	83	85	9	3.0	1
O=C(NC(=S)Nc1ccc(NC(=O)c2cccs2)cc1)c1ccc([N+](=O)[O-])cc1	15	-5	/	-33	-4	88	86	-3	-2.5	-3
O=C(NO)c1ccccc1O	11	-1	/	-42	3	85	96	3	-2.2	/
COC(=O)c1c(NC(=O)CN2CCC3(O)CCCCC3C2c2ccc(F)cc2)sc(C)c1C (stereo not given)	14	3	0	-39	1	49	49	0	-5.0	/
Cc1cc(N2CCC(C)CC2)nc(SCC(=O)c2ccccc2)n1	15	11	14	-64	/	72	78	-10	-3.1	/
CCn1c(SCC(=O)OCc2ccccc2)nc2c1c(=O)n(C)c(=O)n2C	11	4	-2	21	-5	103	110	-5	0.8	0
Cc1nc(SCC(=O)NC(=O)NCCC(C)C)c2c(-c3cccs3)csc2n1	7	2	-25	-10	6	86	76	4	1.2	-4
O=C(/C=C\c1ccc2c(c1)OCO2)Nc1c2c(nn1-c1ccc(Cl)cc1)CSC2	11	16	1	-18	-4	68	55	8	-4.6	/

Look-ups from above.
Yeast lifespan up result of CCn1c(SCC(=O)OCc2ccccc2)nc2c1c(=O)n(C)c(=O)n2C → -5
PTEN del growth result of CCC(C)Oc1ccccc1C1CC(=O)NC2=C1C(=O)CCC2 (stereo not given) → 24

The list continues:
SMILES	Measles CPE	NPY Y2 blocker	E-sel TNF inh	Yeast growth inh	Yeast lifespan up	HCT116 bCat-KO	PTEN del growth	GALR2 blocker	MRP-1 activ	Phagocyt inh
O=C(c1ccncc1)N(c1ccc2oc3c(c2c1)CCCC3)S(=O)(=O)c1cccc([N+](=O)[O-])c1	21	9	-8	-44	3	87	94	8	0.9	/
CCOc1cccc2c1OC1(CCCCC1)N1N=C(c3cccnc3)CC21 (stereo not given)	16	3	-9	-26	9	56	67	3	-0.9	-7
O=C(O)CCCN1C(=O)C2C3CCC(O3)C2C1=O (stereo not given)	15	-1	/	-26	2	94	95	1	-0.7	0
Cc1ccc(C(=O)N2CCN(c3ccc(NC(=O)c4cccnc4)cc3)CC2)cc1	7	-1	/	-85	-11	97	100	11	-1.2	-1
Cc1c(O)c(CN2CCCC2)cc2c1oc(=O)c1ccccc12	9	2	6	-33	27	83	85	0	0.1	-1
O=C(CN1CCSCC1)N/N=C/c1ccc(F)c(F)c1	6	0	-2	-6	-10	92	90	-4	-0.4	1
O=C(Nc1nccs1)c1cnccn1	3	-2	-11	-25	-5	95	87	8	-0.7	/
CN(C)CCCN(Cc1ccccc1)C(=S)Nc1cccc(C(F)(F)F)c1	17	-1	/	-11	-1	56	60	-14	-4.5	0
Cn1c(=O)c(-c2ccccc2)nn2c3ccccc3nc12	3	2	1	-31	-11	74	77	14	-1.0	0
O=C(C1CCN(S(=O)(=O)c2ccccc2)CC1)N1CCOCC1	8	0	12	-60	0	100	111	2	0.1	0
O=C(Cc1ccccc1)Nc1cc(C(=O)c2ccccc2)ccc1N1CCOCC1	2	2	5	-7	-1	73	77	-8	-2.6	0
CCOC(=O)N1CCN(C(=O)CN(c2ccc(OC)c(OC)c2)S(C)(=O)=O)CC1	4	1	-19	-32	-4	102	91	7	0.1	-2
O=C(CC(=O)NN=C1CCCC1)NCCc1ccccc1	35	1	-47	43	-6	101	95	-12	0.5	/
O=C(NC(=S)Nc1ccc2oc(-c3cccnc3)nc2c1)c1cccc(Cl)c1	11	-1	-70	-10	-1	97	83	16	-2.4	/
Cc1ccc(OCC(=O)N2CCN(c3nnc(-c4ccc(C)cc4)c4ccccc34)CC2)cc1	21	3	2	-91	-14	19	27	-20	-2.3	1
COc1ccccc1N1C(=O)c2ccccc2NC1C(OC)OC (stereo not given)	13	-1	-22	-10	/	94	91	4	-1.9	/
CC(C)(C)OC(=O)N1Cc2ccccc2C[C@H]1C(=O)O	12	1	/	-13	1	90	98	0	-1.1	-1
COc1cccc(C(=O)Nc2c3c(nn2-c2ccccc2C)CS(=O)C3)c1OC (stereo not given)	27	0	/	-51	-6	91	92	-1	-1.0	-1
Cc1cc(NCCCN)nc(-c2ccccc2O)n1	10	1	25	-26	-28	61	64	3	-4.9	4
CCOC(=O)c1c(NC(=O)CSc2nnc(C)s2)sc2c1CCCCC2	9	20*	-6	-4	10	63	66	0	-3.5	/
CCC(C)c1ccc(NC(=S)Nc2ccc(OC)cc2)cc1 (stereo not given)	9	2	14	14	-3	85	87	-6	-2.0	-4
O=C(CCCn1c(=S)[nH]c2ccccc2c1=O)NC1CCCCC1	3	2	-10	-48	2	99	99	-3	-0.2	-2
COC(=O)CC1C(=O)NCCN1C(=O)NC1CCCCC1 (stereo not given)	2	0	-1	1	-4	90	84	-7	0.4	0
NC1=NC(=O)CC(C(=O)NCCc2ccccc2)S1 (stereo not given)	11	2	2	-49	-10	101	104	-12	-0.5	-1
CCCc1cc2c(cc1NS(=O)(=O)c1ccc(CCNC(C)=O)cc1)OCO2	22	0	-3	30	-9	86	93	5	-2.7	-1
Cc1cc(O)c2c(-c3ccccc3)cc(=O)oc2c1	4	2	14	-15	-10	91	92	7	-2.1	0
Cc1ccc(C)c(N2CCN(C(=O)c3ccc(CSc4nc5ccncc5[nH]4)cc3)CC2)c1	11	0	-1	-35	5	31	35	-2	-0.3	/
C/C(Nc1ccc(C)cc1)=C(/C#N)C(N)=O	14	0	/	-32	-4	94	98	-12	-1.5	-1
COc1ccc(/C=C/C=C2\N=C(SC)SC2=O)cc1	3	3	16	-47	5	97	96	-5	-1.9	-1
CC1CCCCN1C(=O)CSc1nc2ccsc2c(=O)n1Cc1ccccn1 (stereo not given)	8	9	/	19	-17	87	92	-2	-2.5	/
Nc1nn(-c2ccccc2)c(N)c1N=Nc1ccccc1F	11	3	/	-37	-8	22	23	0	-4.2	3
O=C(Nc1ccc(Br)c2cccnc12)c1ccc(Cn2cc([N+](=O)[O-])cn2)o1	3	3	9	-29	-7	92	90	-6	-1.1	-1
O=C(CSc1ccc(Cl)cc1)Nc1ccccc1N1CCN(C(=O)c2ccccc2)CC1	21	0	/	-26	-4	66	59	-2	-0.1	0
Cc1cc(C)c(C(=O)CC2(O)C(=O)Nc3ccccc32)cc1C (stereo not given)	7	1	9	-74	-2	86	101	-12	-0.3	1
O=C(CN1CCC(NC(=O)c2ccc(F)cc2)CC1)NCc1ccccc1F	/	-1	8	-32	-10	93	91	10	-1.3	2
Cc1ccc(-n2c(SCC(N)=O)nnc2-c2ccc(S(=O)(=O)N3CCCCC3)cc2)c(C)c1	6	2	25	-83	-3	94	100	-10	-0.3	-2
CCOc1cc(C(=O)OCC(=O)c2c(N)n(C)c(=O)n(C)c2=O)cc(OCC)c1OCC	9	1	-1	-30	-6	94	86	-4	-1.7	-1
Nc1nc(SCC(=O)Nc2ccc(Oc3ccccc3)cc2)n[nH]1	10	3	-9	-28	0	86	78	16	-1.9	-1
O=C(Nc1ccccc1C(=O)O)c1cncc(Br)c1	13	6	0	-12	-12	96	97	-6	-0.6	-1
Cc1cccc(C)c1Nc1nnc(SCc2nc3ccccc3c(=O)[nH]2)s1	11	4	/	-30	5	86	83	3	-1.1	8
O=C(Nc1nccs1)c1cc(S(=O)(=O)N2CCOCC2)ccc1Cl	24	/	/	-17	/	96	99	/	-0.9	-2
Cc1ccc(-c2noc(CCC(N)=O)n2)cc1	26	1	-14	-5	-10	100	103	8	-1.0	0
C=CCOc1ccc(C2NC(=S)NC(C)=C2C(=O)c2ccccc2)cc1OC (stereo not given)	10	3	9	-16	-5	85	88	-12	-3.5	-12
O=C1NC2=C(CCc3ccccc32)C(c2ccc(Br)cc2)N1 (stereo not given)	7	6	6	-9	-21	37	39	-9	-4.1	0
Cc1ccc(O)c(C=Nc2ccc3[nH]ncc3c2)c1	5	0	/	-29	9	89	94	-2	-1.1	-10
CCC(=O)Nc1cc(C(=O)O)ccc1S(=O)(=O)c1ccc(C)cc1	3	1	-39	-17	8	89	100	-9	-0.5	-3
FC(F)Oc1ccc(NC(=S)NN2CCOCC2)cc1	11	0	-28	-50	-12	93	95	-8	-0.5	-1
CCC(C)(C)n1nnnc1C(c1ccc(OC)c(OC)c1)N1CCN(c2ccccc2)CC1 (stereo not given)	6	14	83*	-16	-1	77	88	0	-1.8	2
CC1(c2ccccc2)CC(C)(C)N(C(=O)C2CCCO2)c2ccccc21 (stereo not given)	3	16	12	-55	21	58	56	-2	0.7	-1
O=C(NCCN1CCN(c2ccccc2F)CC1)C1CC(=O)N(C2CCCC2)C1 (stereo not given)	7	4	8	-17	-5	88	95	-13	-0.3	/
C/C(N)=C(/C#N)C(=O)COC(=O)c1cc(-c2ccc(Br)cc2)nc2ccccc12	9	-1	-6	-28	-3	21	9	-6	-4.5	14
